High-throughput results (PubChem BioAssay)
PERK inh – blocks human PERK kinase; inhibition, % at 5.6 µM; hit rate 0.17% among 220,000; Q9NZJ5; CHO PERK-DD fusion, SEAP luminescence translation reporter;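 active means inhibition above the mean inhibition of all tested compounds plus 3 SD, set separately per screening campaign, cut at about 2.9% in these data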;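 further: PERK kinase domain activated by AP20187 dimerizer at 100 nM; 0% = DMSO with dimerizer and 100% = rapamycin at 8.4 µM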
Rad51 HR inh – Rad51 (human) homologous recombination inhibition; Q06609; hit rate 0.085% among 200,000; AID 1385; hRad51 DNA strand exchange, fluorescence dequenching; inhibition, % at 10 µM;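 active means inhibition above 40% at the single screening dose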;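 further: 0% = DMSO control wells and 100% = blanks with heterologous ssDNA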
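material = hRad51 filaments on single-stranded DNA | reagent = Donor/quencher-labelled 47-bp dsDNA substrate | compound = 10 µM final, single point | schedule = strand-exchange reaction 15 min at room temperature | measured by = fluorescein emission 520 nm, excitation 485 nm | read-out basis = % inhibition versus plate control and blank means | benchmarks = plate controls and plate blanks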
Calpain2 inh – blocks pig calpain II enzyme activity | purified calpain II, fluorogenic peptide substrate, 30 min | inhibition, % at 16 µM | hit rate 0.37% among 220,000 | AID 1236;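 active means inhibition above about 50%, limit read from the data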
TNF death inh – inhibitors of TNF-alpha induced necroptosis in Jurkat FADD-/- cells | hit rate 0.068% among 220,000 | activation (protection from cell death), % at 10 µM | Jurkat FADD-/- TNF necroptosis rescue, ATP luminescence, 24 h; 0 = TNF only, 100 = no-TNF cells | AID 463075;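 active means activation, meaning protection from cell death, of at least 50% relative to plate controls; inactive means activation below 50%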;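 further: necroptosis triggered by 40 ng/mL TNF-alpha added together with compound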
KCC2 mod – modulates chloride dependent transport by human KCC2; Q9H2X9; KCC2 cells, thallium flux FluoZin-2 fluorescence; B-score of Tl+ flux slope (higher = more flux/activation; lower = inhibition) at 10 µM; hit rate 2.2% among 190,000;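 active means thallium flux slope and its plate-corrected score both differing from the plate sample mean at a set confidence after two filtering rounds, in either direction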;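 further: slope of fluorescence scaled to starting intensity during 10 to 20 s after thallium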
Mdm2 ligase inh – inhibitors of human Mdm2 E3 ubiquitin ligase | Q00987 | signal enhancement, % at 5 µM | AID 1230 | hit rate 0.11% among 210,000 | cell-based MDM2 ubiquitination luciferase reporter, 2 h; 0 = plate control, 100 = twice control, blank-subtracted;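 active means signal enhancement of 30% or more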;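 further: luminescence tracks abundance of the self-degrading MDM2-luciferase fusion protein; higher signal means inhibition of MDM2 E3 ligase activity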
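Material: Stable MDM2–luciferase fusion reporter cells | Amount: 2000 cells seeded into each well | Dosing: One concentration, 5 µM, with 0.2% DMSO | Incubation: 4 h cell settling then 2 h compound exposure, 37 °C | Measured by: Luciferase luminescence | Read-out basis: % enhancement relative to plate controls after blank subtraction | Benchmarks: Control and blank well means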
L929 necroptosis – L929 zVAD cell death inhibition | L929 zVAD necroptosis rescue, ATP luminescence, 24 h; with zVAD 60 µM | viability rescue, % at 10 µM | AID 1377 | hit rate 0.38% among 220,000;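 active means activation, scaled between plate controls, above about 75%, limit read from the data; inactive means activation under that limit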;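 further: 0% = zVAD with DMSO and 100% = DMSO alone without zVAD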
EBV gp42 block – blocks Epstein-Barr virus glycoprotein 42 binding; Fluorescence polarization binding assay, mP read-out; inhibition, % (tested at 21.74 µM); hit rate 0.42% among 220,000; in the data active means inhibition above about 50%
eIF4E 4G PPI – inhibitors of eIF4E and eIF4G interaction in translation initiation | TR-FRET eIF4E-eIF4GI(517-606) binding, 2 h | AID 782 | inhibition, % at 21.7 µM | hit rate 0.37% among 220,000;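 active means inhibition above about 30%, limit read from the data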;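 further: 0% = full FRET control wells and 100% = background wells lacking eIF4GI fragment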
Target sequence (P63073 whole entry, looked up, the tested form may be a part): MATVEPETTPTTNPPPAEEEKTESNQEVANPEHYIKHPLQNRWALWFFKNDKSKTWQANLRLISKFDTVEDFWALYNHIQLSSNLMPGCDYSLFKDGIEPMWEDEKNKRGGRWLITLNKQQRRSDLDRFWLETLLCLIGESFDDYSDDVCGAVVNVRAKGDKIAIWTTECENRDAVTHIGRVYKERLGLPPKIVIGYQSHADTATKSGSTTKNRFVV
Target sequence (Q04637 whole entry, looked up, the tested form may be a part): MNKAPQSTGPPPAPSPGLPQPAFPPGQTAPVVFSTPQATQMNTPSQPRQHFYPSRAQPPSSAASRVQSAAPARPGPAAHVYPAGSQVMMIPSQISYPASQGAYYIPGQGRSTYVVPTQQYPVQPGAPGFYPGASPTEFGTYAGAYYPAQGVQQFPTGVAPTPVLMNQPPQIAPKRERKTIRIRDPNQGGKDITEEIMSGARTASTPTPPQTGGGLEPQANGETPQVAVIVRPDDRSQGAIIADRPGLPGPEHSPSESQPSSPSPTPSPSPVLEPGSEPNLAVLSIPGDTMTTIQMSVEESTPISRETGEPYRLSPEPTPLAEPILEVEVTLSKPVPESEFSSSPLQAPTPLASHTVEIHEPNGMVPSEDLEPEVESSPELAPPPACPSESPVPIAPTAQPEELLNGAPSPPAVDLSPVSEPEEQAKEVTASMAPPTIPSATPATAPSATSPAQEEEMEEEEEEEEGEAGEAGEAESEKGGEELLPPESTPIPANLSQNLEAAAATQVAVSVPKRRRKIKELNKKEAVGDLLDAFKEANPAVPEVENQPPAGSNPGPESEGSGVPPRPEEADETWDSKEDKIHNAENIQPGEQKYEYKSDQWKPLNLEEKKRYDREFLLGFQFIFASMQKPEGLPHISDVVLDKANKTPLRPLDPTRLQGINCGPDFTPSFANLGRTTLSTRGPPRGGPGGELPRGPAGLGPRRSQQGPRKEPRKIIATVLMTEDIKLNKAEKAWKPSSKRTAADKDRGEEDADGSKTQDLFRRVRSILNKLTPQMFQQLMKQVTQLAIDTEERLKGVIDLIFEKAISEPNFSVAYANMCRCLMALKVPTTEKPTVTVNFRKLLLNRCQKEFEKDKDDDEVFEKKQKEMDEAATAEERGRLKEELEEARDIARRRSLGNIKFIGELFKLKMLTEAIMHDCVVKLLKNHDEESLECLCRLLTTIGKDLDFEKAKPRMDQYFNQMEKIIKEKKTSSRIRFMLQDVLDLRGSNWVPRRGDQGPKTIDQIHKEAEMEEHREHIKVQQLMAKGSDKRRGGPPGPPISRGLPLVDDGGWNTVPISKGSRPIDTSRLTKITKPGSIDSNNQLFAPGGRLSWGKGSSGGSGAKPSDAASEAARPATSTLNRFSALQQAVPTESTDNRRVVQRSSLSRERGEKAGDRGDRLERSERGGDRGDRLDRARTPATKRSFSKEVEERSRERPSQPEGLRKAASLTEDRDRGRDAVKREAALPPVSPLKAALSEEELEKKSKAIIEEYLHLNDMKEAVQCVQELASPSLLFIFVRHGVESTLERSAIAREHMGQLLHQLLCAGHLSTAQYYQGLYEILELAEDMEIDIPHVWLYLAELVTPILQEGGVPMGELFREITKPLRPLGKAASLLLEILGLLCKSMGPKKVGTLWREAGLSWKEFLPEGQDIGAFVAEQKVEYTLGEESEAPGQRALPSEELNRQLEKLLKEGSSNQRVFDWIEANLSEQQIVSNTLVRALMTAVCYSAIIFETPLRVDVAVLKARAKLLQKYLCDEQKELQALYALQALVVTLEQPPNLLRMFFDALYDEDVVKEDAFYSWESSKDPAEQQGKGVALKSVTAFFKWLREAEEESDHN
The depositor's hits bear a star; · = no result given; & = joins results of further samples; [ ] = another dose, or the depositor's remark. No enrichment for hits; any-hit rate near 3.6%.

no.	smiles	PERK inh	Rad51 HR inh	Calpain2 inh	TNF death inh	KCC2 mod
1	Cc1ccc(/C=N/NC(=O)c2ccc(Cn3cc([N+](=O)[O-])cn3)o2)cc1	-2.4	·	11.7	-0.8	-1.1
2	CCOC(=O)C1CCCN(c2nc3ccccc3nc2C(C#N)C(=O)OC(C)COC)C1 (centres undefined)	-0.9	0.6	-1.9	0.6	-1.53
3	COc1ccc(Nc2nc3ccccc3nc2NS(=O)(=O)c2cccs2)c(OC)c1	1.6	-159.1	-11.1	1.1	-0.0203
4	OC(CNCc1ccccc1)Cn1ccc2ccccc21 (centres undefined)	-0.7	-0.1	-19.5	6.8	0.235
5	CCn1c(COc2ccc3c(c2)OCO3)nnc1SCC(=O)c1ccc(Cl)cc1	0.8	0.4	5.8	0.5	-0.16
6	CC(C)(C)c1cc(C(=O)O)c(CN2CCCCC2)o1	0.5	-3.4	-3.1	-10.5	0.683
7	COc1ccc(Cn2c(=S)[nH]c3ccsc3c2=O)cc1	0.6	-1.4	1.8	1.4	26.4*
8	COc1ccc(-c2nnc3ccc(SCC(=O)NCC4CCCO4)nn23)cc1 (centres undefined)	-0.7	-6.2	-57.1	0.6	0.475
9	CCSC1=NCN(CCCC(=O)O)CN1	0.3	3.7	-33.6	0.7	·
10	CCNC(=O)N1CCCC(C(=O)c2ccc(OC)c(OC)c2)C1 (centres undefined)	0.7	2.5	-19.5	0.6	0.602

no.	Mdm2 ligase inh	L929 necroptosis	EBV gp42 block	eIF4E 4G PPI
1	-0.3	0.4	-8.8	4.6[fluorescence artefact?]
2	-8.5	-0.5	-6.5	18.3
3	-15.4	2.2	22.5	-5.3
4	-7.9	0.1	1.4	0.5
5	-7.6	0.4	-6.2	3.7
6	-7.6	-0.1	-13.8	11.7
7	-1.0	-0.3	-6.2	-7.6
8	-3.5	-0.5	-5.1	-2.5
9	-5.0	1.9	-10.0	-5.5
10	1.7	20.1	-28.5	7.3

(next part)
no.	smiles	PERK inh	Rad51 HR inh	Calpain2 inh	TNF death inh	KCC2 mod
11	c1ccc(CNc2nc3ccccc3[nH]2)cc1	-0.1	5.2	-1.4	1.9	0.606
12	CCS(=O)(=O)Nc1cccc(C2=NN(S(=O)(=O)CC)C(c3ccccc3)C2)c1 (centres undefined)	0.0	-1.7	-11.0	1.4	-0.827
13	O=C(N1CCCCCC1)N1CCN(S(=O)(=O)N2CCOCC2)CC1	0.8	5.4	10.5	-1.6	·
14	Cc1cccc(C)c1-n1nnnc1S(=O)(=O)Cc1ccccc1Cl	-0.1	-29.4	33.1	-1.4	-0.884
15	COCCN1Cc2cccc(C(=O)NCc3ccc4c(c3)OCO4)c2C1=O	0.0	·	10.2	1.8	-0.502
16	COC(=O)c1ccc(S(=O)(=O)N2C3CCC2CC(NC(=O)C2CC2)C3)cc1 (centres undefined)	-0.1	-0.3	-37.7	-0.3	0.137
17	CN(c1ccccc1)c1ccc(/C=N/NC(=O)CC#N)cc1	1.0	-0.3	-30.9	0.6	-1.98
18	CCc1ccc(Nc2nnc(SCc3cc(=O)n4ccsc4n3)s2)cc1	-0.4	·	-86.5	-5.4	-8.47*
19	O=c1cc(N2CCOCC2)[nH]c(=O)n1Cc1ccc(F)cc1	0.9	-0.2	-13.0	-0.3	·
20	Cc1ccc(/C=C(/C#N)c2nc(CCN3C(=O)c4ccccc4C3=O)cs2)cc1	0.7	3.5	-102.3	-4.1	-0.204

no.	Mdm2 ligase inh	L929 necroptosis	EBV gp42 block	eIF4E 4G PPI
11	-13.3	-0.6	-8.5	5.2
12	12.8	0.7	-14.2	-2.1
13	-1.0	0.0	-7.0	-3.9
14	-10.0	0.0	-12.4	-5.6
15	-18.5	·	-12.9	1.9
16	3.4	0.1	-6.8	0.3[fluorescence artefact?]
17	12.7	0.3	-7.0	12.5
18	-20.0	74.2	-3.3	-2.4
19	-14.3	0.9	-13.6	-3.2
20	-18.8	1.1	-0.3	0.9

KCC2 mod, what is marked active above
| item | compound | PERK inh | Rad51 HR inh | Calpain2 inh | KCC2 mod | EBV gp42 block | eIF4E 4G PPI |
| --- | --- | --- | --- | --- | --- | --- | --- |
| 7 | COc1ccc(Cn2c(=S)[nH]c3ccsc3c2=O)cc1 | 0.6 | -1.4 | 1.8 | 26.4* | -6.2 | -7.6 |
| 18 | CCc1ccc(Nc2nnc(SCc3cc(=O)n4ccsc4n3)s2)cc1 | -0.4 | · | -86.5 | -8.47* | -3.3 | -2.4 |

Further results follow.
no.	smiles	PERK inh	Rad51 HR inh	Calpain2 inh	TNF death inh	KCC2 mod
21	COC(=O)c1ccc(NC(=O)NS(=O)(=O)c2ccc(C)cc2)cc1	1.4	3.8	-12.5	1.8	·
22	Cc1ccc(CN=C(N)Nc2nc(C)cc(C)n2)cc1	-0.3	-9.5	-10.2	-4.9	-0.777
23	O=C(Nc1ccccc1)N(CCN1CCOCC1)Cc1ccccc1F	1.1	0.7	21.8	-0.9	1.74
24	Cc1ccccc1OCc1nnc(SCC(=O)N2CCc3ccccc32)n1C	-0.1	6.3	-16.3	-0.6	-1.37
25	COc1ccc(S(=O)(=O)N2CCCCCC2)cc1C(=O)OC(C)C(N)=O (centres undefined)	0.9	8.3	-0.5	0.2	-0.774
26	CCn1c2ccccc2c2cc(NC(=O)COC(=O)c3cccc(S(=O)(=O)NC)c3)ccc21	1.5	9.4	26.2	0.8	-0.872
27	CCOC(=O)c1c(CSC(=N)N)n(-c2ccc(C)cc2)c2cc(Br)c(OC(C)=O)cc12	0.0	-0.2	-148.2	-10.0	0.252
28	CCC(CC)C(=O)c1c[nH]c(C(=O)NCC2CCCO2)c1 (centres undefined)	1.1	-1.8	-23.6	-2.9	-0.0234
29	COC(=O)c1cccc(NC(=S)NCCC2=CCCCC2)c1	-1.0	-4.3	15.3	-9.7	·
30	Cc1ccc(N(CC(=O)N/N=C/c2cccs2)S(C)(=O)=O)cc1Cl	-0.8	-6.7	9.2	1.5	-0.0206

no.	Mdm2 ligase inh	L929 necroptosis	EBV gp42 block	eIF4E 4G PPI
21	1.2	0.7	-17.8	-14.1[fluorescence artefact?]
22	-15.2	-1.4	-14.4	0.9
23	·	-0.4	-1.2	16.8
24	5.0	-0.6	-2.9	1.0[fluorescence artefact?]
25	·	-0.6	-16.6	-8.0
26	1.8	5.0	-16.3	5.2
27	-6.7	3.5	-9.5	17.4[fluorescence artefact?]
28	-15.3	0.0	-7.3	-5.2
29	-15.8	-0.4	-1.8	3.3
30	0.5	0.5	-28.4	1.0

Values by screen from the list:
Rad51 HR inh, compounds 21–30: 3.8, -9.5, 0.7, 6.3, 8.3, 9.4, -0.2, -1.8, -4.3, -6.7

(further entries)
no.	smiles	PERK inh	Rad51 HR inh	Calpain2 inh	TNF death inh	KCC2 mod
31	CCCOc1cc(C)nc(-c2ccccc2O)n1	1.1	2.0	20.3	-1.9	-0.741
32	COC(=O)CC1(C(=O)OC)Oc2ccc(Br)cc2C(=O)N1c1cccc(Cl)c1Cl (centres undefined)	-0.8	13.7	19.2	-7.2	-0.674
33	O/N=C/c1ccccc1OCc1ccccc1F	0.4	3.0	0.5	-1.1	-1.27
34	O=C(CC1CCCCC1)NC1CCCC1	0.9	-9.9	-5.0	1.8	0.013
35	O=S(=O)(NCc1ccccc1)c1cccc(S(=O)(=O)N2CCOCC2)c1	0.5	-7.3	18.7	0.8	·
36	C=CCn1c(-c2cccnc2Cl)nc2ccccc21	0.2	·	-7.2	-1.1	-0.00875
37	CNc1nc(NC)nc(-n2c(C(F)(F)F)nc3ccccc32)n1	-0.6	0.0	-1.6	0.3	-0.827
38	Cc1cccc(NC(=O)COc2ccc(Br)cc2C)n1	0.2	-3.4	11.8	-2.6	-0.154
39	COCCn1c(SC(C(=O)Nc2cc(C)ccc2OC)c2ccccc2)nnc1-c1ccc(Cl)cc1 (centres undefined)	-0.4	1.5	-8.5	1.6	-0.547
40	NS(=O)(=O)c1ccc(C(=O)O)cc1	1.2	3.6	-9.1	2.0	0.145

no.	Mdm2 ligase inh	L929 necroptosis	EBV gp42 block	eIF4E 4G PPI
31	-13.7	-0.2	-6.8	0.9
32	-6.3	0.8	-3.6	4.9
33	0.2	1.6	-13.1	-5.2
34	-16.6	0.7	1.3	-5.6
35	-16.9	-0.1	-17.0	7.2
36	-14.3	0.6	-7.5	0.1
37	-5.2	1.4	-9.2	-0.5
38	-21.3	-0.3	-7.4	-3.5
39	9.2	1.4	-15.6	25.3
40	·	1.0	3.2	-1.4

Remaining list, next part:
no.	smiles	PERK inh	Rad51 HR inh	Calpain2 inh	TNF death inh	KCC2 mod
41	CCOC(=O)c1c(CN2CCCCC2)oc2ccc(OC)cc12	-1.2&-0.7	-1.6&-6.2	-47.7&-50.6	1.6&1.1	0.7
42	CCOc1ccc(NC(=O)CN2CCN(CC(=O)Nc3ccc(C(=O)OC)cc3)CC2)cc1	1.1	6.3	-25.6	1.2	·
43	O=c1oc(Nc2ccc(F)cc2)nc2ccccc12	-0.1	3.8	2.0	-4.5	·
44	CCCCS(=O)(=O)NC1=NCN(CCOC(=O)c2ccccc2)CN1	0.4	-1.0	·	-1.0	0.479
45	COc1ccccc1C(c1nnnn1Cc1ccco1)N1CCN(c2cccc(C)c2C)CC1 (centres undefined)	1.7	-0.2	3.8	-1.5	-1.14
46	O=C(CN1CCC(n2nnc3cc(C(F)(F)F)ccc32)CC1)NNC(=O)c1ccco1	0.7	2.2	-19.0	0.9	-0.829
47	N[C@@H](CO)c1cn([C@@H](Cc2cc3ccccc3[nH]2)C(=O)N2CCNCC2)nn1	·	7.2	-22.4	1.3	0.0191
48	CC1CN(C(=O)C2CCCN2S(=O)(=O)c2ccc(Cl)cc2)CC(C)O1 (centres undefined)	0.8	-3.7	-23.5	0.5	·
49	CCCOc1ccc(NC(=O)C2CC(=O)N(C)C(=Nc3cccc(OC)c3)S2)cc1 (centres undefined)	-0.8	-6.5	-32.7	0.4	0.552
50	O=C1CSC(=S)N1Cc1cccnc1	1.1	-7.1	5.3	-11.1	0.94
51	COc1ccccc1C(=O)Nc1ccc(S(=O)(=O)N2CCCC2)cc1	-0.5	-1.4	14.7	0.9	0.257
52	O=C(NCc1ccncc1)C(=O)N/N=C/c1cccnc1	0.6	0.1	22.5	-1.7	0.681

no.	Mdm2 ligase inh	L929 necroptosis	EBV gp42 block	eIF4E 4G PPI
41	-13.3&-6.7	-0.1&2.8	-20.9&-28.2	5.5&6.2
42	-10.2	0.7	-5.2	-7.3
43	-36.7	-0.1	-12.8	-3.0
44	·	-0.5	·	·
45	·	-0.9	1.5	2.9
46	2.4	8.3	-27.2	1.1
47	13.1	0.7	-5.9	-4.3
48	3.8	1.0	-14.2	-1.2[fluorescence artefact?]
49	2.8	3.5	-2.7	-4.0
50	-8.6	-0.5	-3.0	14.4[fluorescence artefact?]
51	-18.6	0.3	-0.9	4.1
52	-5.0	2.5	-3.0	-0.7
